Screening results as filed in PubChem.
S3 lipid droplet: qHTS Assay for Lipid Storage Modulators in Drosophila S3 Cells. Drosophila S3 cells, BODIPY lipid droplet fluorescence, 18-24 h; cells fed with added oleic acid. Potency in µM for hits, for the others lipid storage change, negative = inhibition, % at the top dose, mostly 46.1 µM. 320,000 compounds, 0.64% hits; active = well fitted inhibition curve with a large enough effect in the signal ratio, with a control signal flat, not every such curve was filed as active; inconclusive = small, poorly fitted or top-dose-only effect, or effect the other way, or a change in a side signal; the % refers to the signal ratio
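Drosophila S3 cells got compounds at several concentrations plus oleic acid (400 uM solution). Laser-scanning cytometry with 488 nm excitation read lipid droplets at 500-530 nm and cells at 575-640 nm. Percent activity was relative to 20 uM Triacsin C.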
S3 lipid droplet cell count max: further read-out of S3 lipid droplet, marked with its call; cell number change, %; measured here: cell count max response;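 cells counted by Cell Tracker Red CMTPX staining in the red channel; peak over a dose series mostly up to 46.1 µM; percent activity relative to internal control wells on each plate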
* marks the source's active call; other numbers are inactive results; i = inactive; u = inconclusive; x = not tested or not shown. % is set by controls: 0 for no effect and ±100 for the full control effect; potency is the fitted concentration of half-maximal effect. This is a subset (hit frequency here may not be typical).

S3 lipid droplet	S3 lipid droplet cell count max	mol
u	x	CCOC(=O)C1=C(N)OC2=C(C(=O)CCC2)C1c1ccccc1OCC (stereo unspecified)
u	x	COc1cc(OC)nc(Oc2cccc(C(F)(F)F)c2)n1
u	x	C#CCOCCOCCOCCNc1nc(N2CCN(C(=O)Cn3cc(CCCCN)nn3)CC2)nc(N2CCN(C(=O)[C@H]([C@@H](C)CC)n3cc(CCCN=C(N)N)nn3)CC2)n1
16%	-14	CCC1(c2ccccc2)NC(=O)N(CC(=O)Nc2ccc3c(c2)OCO3)C1=O (stereo unspecified)
8%	-7	Cc1ccc(NC(=S)NNC(=S)Nc2cccc(C(F)(F)F)c2)cc1
1%	-12	CCOC(=O)C1CCCN(C(=O)c2ccc3c(c2)N(Cc2ccccc2)C(=O)c2ccccc2S3=O)C1 (stereo unspecified)
9%	10	CCN(CC(=O)Nc1c(F)cccc1F)C(=O)c1ccc(Cl)c(S(=O)(=O)N2CCCCC2)c1
5%	-20	COc1ccccc1CNC(=O)[C@H](C)N1C(=O)N2CCc3c([nH]c4ccccc34)[C@@]2(C)C1=O
u	x	CCOC(=O)c1ccc(NC(=O)CSc2nccn2C)cc1
u	x	CCOc1ccc(NC(=O)CC2C(=O)N(C)C(=S)N2Cc2ccc3c(c2)OCO3)cc1 (stereo unspecified)
u	x	OC(CN1CCOCC1)CN(c1ccccc1)c1ccccc1 (stereo unspecified)
u	x	O=C1C(=O)c2c(C(=O)c3ccccc3)coc2-c2ccccc21
u	x	Cc1ccc(-c2csc3nc[nH]c(=S)c23)cc1C
u	x	CC1CN(S(=O)(=O)c2cccc(C(F)(F)F)c2)CN1C(=O)N1CCOCC1 (stereo unspecified)
-25%	-18	Cc1cc(C=C2C(=O)c3ccccc3C2=O)c(C)n1-c1ccc(C(=O)O)cc1
13%	-4	Cc1nn(-c2ccccc2)c(C)c1NC(=O)c1ccc(S(=O)(=O)N2CCCC2)cc1
u	x	OC1(c2ccc(F)cc2)CCN(Cc2cccnc2)CC1
-2%	24	O=C1CC(NCc2ccccc2)C(=O)N1c1ccc(F)cc1 (stereo unspecified)
-5%	0	Cc1ccc(S(=O)(=O)NC(C(=O)Oc2ccc3c(C)c(Cl)c(=O)oc3c2)c2ccccc2)cc1 (stereo unspecified)
u	x	N#C/C(=C\c1c[nH]c2ccccc12)C(=O)NC1CC1

Three entries already listed, arranged by heavy-atom count, rising.
S3 lipid droplet	S3 lipid droplet cell count max	mol
-5%	0	Cc1ccc(S(=O)(=O)NC(C(=O)Oc2ccc3c(C)c(Cl)c(=O)oc3c2)c2ccccc2)cc1 (stereo unspecified)
1%	-12	CCOC(=O)C1CCCN(C(=O)c2ccc3c(c2)N(Cc2ccccc2)C(=O)c2ccccc2S3=O)C1 (stereo unspecified)
u	x	C#CCOCCOCCOCCNc1nc(N2CCN(C(=O)Cn3cc(CCCCN)nn3)CC2)nc(N2CCN(C(=O)[C@H]([C@@H](C)CC)n3cc(CCCN=C(N)N)nn3)CC2)n1

The results go on.
S3 lipid droplet	S3 lipid droplet cell count max	mol
u	x	Cc1ccc(-c2c(CC(=O)O)c(C)nc3sc4c(c23)CCCC4)cc1
u	x	CCc1ccc(OCc2nnc(SCC(=O)NCc3ccco3)o2)cc1
u	x	COCCNC(=O)CN1CCC(NC(=O)Nc2ccc(C(F)(F)F)cc2)CC1
u	x	CC(C)NC(=O)C(Sc1ccccc1)c1ccccc1 (stereo unspecified)
u	x	Cc1[nH]c2c([N+](=O)[O-])cccc2c1C
-1%	-2	CCN1CCN(C(=O)c2nn(-c3ccc(OC)cc3)c(=O)c3c2c2ccccc2n3C)CC1
-15%	x	Cc1ccccc1N1CCN(C2CCCN(C(=O)c3cc[n+]([O-])cc3)C2)CC1 (stereo unspecified)
u	x	CCOc1ccc(C2C(C#N)=C(N)SC(N)=C2C#N)cc1OCC
-1%	3	C/C(=C\C#N)n1nc(C)cc1N
u	x	COc1ccccc1CCNC(=O)Nc1cccc([N+](=O)[O-])c1
u	x	O=C(COC(=O)Cc1ccsc1)Nc1ccccc1
0%	2	COC(=O)Cc1ccc(NC(=S)NCc2ccccc2OC)cc1
-5%	-1	O=C(O)c1ccc(-c2ccccc2)[nH]c1=O
-27%	-15	CC(C)[C@@H](C(=O)NCc1ccco1)N1C(=O)N2CCc3c([nH]c4ccccc34)[C@@]2(C)C1=O
6%	15	C/C(=N\NC(=O)c1ccccn1)c1ccc(Cl)cc1
u	x	Cc1noc(C)c1S(=O)(=O)NC1CCN(Cc2ccccc2)CC1
u	x	O=C(NCCCl)Nc1cc([N+](=O)[O-])ccc1Cl
-7%	17	Cc1ccc(NC(=O)COC(=O)[C@H](C)N2C(=O)C3CC=CCC3C2=O)cc1S(=O)(=O)N(C)C (stereo partly specified)
10%	9	Cc1ccc(N=Nc2ccc(O)c(P(=O)(c3ccccc3)c3ccccc3)c2)cc1
1%	-5	CC(CCc1ccccc1)NC(=O)c1cccc([N+](=O)[O-])c1 (stereo unspecified)
u	x	Cc1ccc2[nH]c(=O)c(COC(=O)c3cccs3)cc2c1
u	x	CCOc1ccccc1NC(=O)NS(=O)(=O)c1ccc(C)cc1
i	x	O=C(CSc1ccc(Cl)cc1)Nc1nnc(-c2cccc([N+](=O)[O-])c2)s1
u	x	N#CC1(NC(=O)CSc2n[nH]c(-c3ccccc3)n2)CCCCC1
u	x	O=S(=O)(NCc1ccc(Cl)cc1)c1cccc2cccnc12
u	x	O=S(=O)(Nc1ccc2c3c(cccc13)CC2)c1ccc(F)cc1
u	x	CSc1ccc(/C=C(/NC(=O)c2ccc(C)cc2)C(=O)Nc2cccc(C)c2)cc1
4%	11	CCOC(=O)C1(CC2CCCCO2)CCN(S(=O)(=O)c2c(C)nn(C)c2C)CC1 (stereo unspecified)
0%	6	CC(C)n1c2ccccc2c2nnc(SCC(=O)Nc3ccccc3C(=O)O)nc21
4%	5	CCOC(=O)C1(CC2CCCCO2)CCN(Cc2nccn2-c2cccc(C)c2)CC1 (stereo unspecified)
u	x	O=C(c1ccc(NS(=O)(=O)c2ccc(Cl)cc2)cc1)N1CCOCC1
i	9	Cc1nnc(NC(=O)C2CC(=O)N(c3ccccc3)C2)s1 (stereo unspecified)
u	x	Cc1cc(OCC(=O)C(C)(C)C)c2c(-c3ccccc3)cc(=O)oc2c1
9%	-20	CC(=O)Nc1ccc(C(=O)NCCCOC(C)C)cc1
u	x	CC(C)c1ccc(N(CC(=O)NCCCN2CCOCC2)S(=O)(=O)c2ccccc2)cc1
8%	10	COc1cccc(OC)c1C(=O)Nc1sc2c(c1C#N)CCC2
20%	-26	CCOc1ccccc1NC(=O)C1CCCN(S(C)(=O)=O)C1 (stereo unspecified)
u	x	Cc1nc2scc(C)n2c(=O)c1S(=O)(=O)Nc1ccc(N2CCN(C(=O)C(C)C)CC2)cc1
i	11	CC(C)c1ccc(C(=O)NNC(=O)C2C3CCC(C3)C2C(=O)O)cc1 (stereo unspecified)
u	x	CCCCOc1cccc(C(=O)NNC(=S)NC2CCCCC2)c1

Brought forward from above: 4 entries, then new ones.
S3 lipid droplet	S3 lipid droplet cell count max	mol
20%	-26	CCOc1ccccc1NC(=O)C1CCCN(S(C)(=O)=O)C1 (stereo unspecified)
u	x	Cc1nc2scc(C)n2c(=O)c1S(=O)(=O)Nc1ccc(N2CCN(C(=O)C(C)C)CC2)cc1
i	11	CC(C)c1ccc(C(=O)NNC(=O)C2C3CCC(C3)C2C(=O)O)cc1 (stereo unspecified)
u	x	CCCCOc1cccc(C(=O)NNC(=S)NC2CCCCC2)c1
i	12	CC(C)CCn1c(N2CCCC2)nc2c1c(=O)n(C)c(=O)n2C
u	x	CCC(C)Nc1cc(C)nc2ncnn12 (stereo unspecified)
u	x	CC(=O)CC(=O)Nc1ncccn1
u	x	Clc1ccccc1OCCCCn1ccnc1
-6%	-4	CC(=O)Nc1ccc(OCCCNC(=O)c2c(-c3ccccc3)noc2C)cc1
i	7	COc1ccc(S(=O)(=O)NC2CCCCC2)cc1-n1cnnn1
u	x	O=C(CSc1nnc(-c2ccncc2)n1-c1ccc(Cl)cc1)NCc1cccs1
u	x	Cc1nc(C)c(C(=O)N2CCCC(C(=O)c3cc(F)ccc3F)C2)s1 (stereo unspecified)
-31%	-13	CN1C(=O)/C(=C/c2ccc(OCc3ccccc3F)cc2)NC1=S
0%	24	COc1ccc(N/C(N)=N/c2nc(CSc3nnc(C)s3)cc(=O)[nH]2)cc1
u	x	CC(C)Cn1c(N)c(C(=O)COC(=O)[C@@H]2CCCN2C(=O)c2cccs2)c(=O)n(C)c1=O
u	x	COc1ccc(-n2c(SCCC#N)nnc2-c2cc(Cl)ccc2OC)cc1Cl
5%	16	O=C(O)CC(SCC(=O)Nc1ccc(Cl)c(S(=O)(=O)N2CCOCC2)c1)C(=O)O (stereo unspecified)
u	x	Cc1ccc(S(=O)(=O)N2CCCCC2C(=O)O)s1 (stereo unspecified)
u	x	Fc1ccc(-n2cc(-c3ccccc3)c3c(=S)nc[nH]c32)cc1
u	x	COc1ccc(S(=O)(=O)N2CCC(C(=O)Nc3cc(Cl)ccc3N3CCOCC3)CC2)cc1OC
-11%	-13	Cc1cc(C)nc(SCCC(=O)Nc2ccccc2C)n1
u	x	O=C1CSC(c2ccncc2)N1Cc1ccccc1 (stereo unspecified)
12%	-4	Cc1cccc(NC(=S)NCc2ccccn2)c1
5%	-5	Cc1nc(-c2ccccn2)nc(N2CCOCC2)c1Cl

Random excerpt: four compounds from above
S3 lipid droplet	S3 lipid droplet cell count max	mol
u	x	CC(=O)CC(=O)Nc1ncccn1
u	x	CC(C)Cn1c(N)c(C(=O)COC(=O)[C@@H]2CCCN2C(=O)c2cccs2)c(=O)n(C)c1=O
12%	-4	Cc1cccc(NC(=S)NCc2ccccn2)c1
-11%	-13	Cc1cc(C)nc(SCCC(=O)Nc2ccccc2C)n1

Continuation:
S3 lipid droplet	S3 lipid droplet cell count max	mol
u	x	CCCSc1nc(C)c(CC(=O)OCC)c(=O)[nH]1
u	x	Cn1c(N)c(C(=O)COC(=O)CCCOc2ccc(Cl)cc2Cl)c(=O)n(C)c1=O
u	x	CC(C)c1ccc(/C=C2\C(=N)N3N=C(CC(=O)N4CCCCC4)SC3=NC2=O)cc1
2%	3	Fc1ccc(OCc2nn3c(Cn4nnc5ccccc54)nnc3s2)cc1
i	-17	CC(=O)NC1Sc2ccccc2N=C1c1ccccc1 (stereo unspecified)
16%	6	O=C(NC1CC1)C1=C[C@H](C2CC2)C[C@H](OCCCCO)O1
u	x	Cc1cc(C)c(C)c(N=Nc2nc3ccccc3n2C)c1C
u	x	Cc1ccc(S(=O)(=O)N(C)C)cc1NC(=O)COC(=O)CCC(=O)c1cccs1
u	x	Cc1noc(NS(=O)(=O)c2ccc(NC(=O)c3cnc4scc(C)n4c3=O)cc2)c1C
-3%	-1	O=[N+]([O-])c1cccc(/C=N/Nc2nnc(-c3ccccc3)c(-c3ccccc3)n2)c1
u	x	O=C(NCC(=O)N(Cc1ccco1)C(C(=O)NC1CCCC1)c1cccnc1)c1cccs1 (stereo unspecified)
-5%	5	COc1ccc2c(c1)[N+](C)(C)C(C)(C)C=C2C
-15%	-9	C=CCn1c(SCC(=O)N2CCOCC2)nc(O)cc1=O
-2%	-4	Cc1cc(C)cc(NC(=O)COC(=O)[C@@H](NC(=O)c2ccco2)C(C)C)c1
-24%	19	Cc1c(C#N)c(=O)oc2ccc3ccccc3c12
2%	-4	O=C(NCc1ccc(Cl)cc1)C(=O)NCC(c1cccnc1)N1CCN(c2ccc(F)cc2)CC1 (stereo unspecified)
11%	4	CCOCCCNC(=O)c1cc(Sc2ccc(F)cc2)nc2ccccc12
u	x	CCOc1ccccc1CNC(=O)c1cc2oc3ccccc3c2n1C
u	x	Cc1ccc(NC(=O)CN(C)C(=O)COc2ncnc3ccc(Br)cc23)cc1
5%	-11	Brc1ccc(-c2csc(N3CCC(c4ccccc4)C3)n2)cc1 (stereo unspecified)

Whole records, quoted from the list. Screens in order: S3 lipid droplet	S3 lipid droplet cell count max
`CCOCCCNC(=O)c1cc(Sc2ccc(F)cc2)nc2ccccc12` is listed with 11%	4
`Cc1cc(C)cc(NC(=O)COC(=O)[C@@H](NC(=O)c2ccco2)C(C)C)c1` is listed with -2%	-4
`Cc1c(C#N)c(=O)oc2ccc3ccccc3c12` is listed with -24%	19

More records:
S3 lipid droplet	S3 lipid droplet cell count max	mol
u	x	COC(=O)c1ccc(OC)c(Cn2c(=O)n(C)c(=O)c3ccccc32)c1
-10%	13	CN(Cc1ccccc1)S(=O)(=O)c1ccc(NC(=S)NC(=O)C2CCCC2)cc1
4%	1	COc1ccccc1/C=N/NC(=O)CCn1cnc2ccccc21
-5%	16	O=c1c(O[C@@H]2O[C@H](CO)[C@H](O)[C@H](O)[C@H]2O)c(-c2ccc(O)c(O)c2)oc2cc(O)cc(O)c12
26%	-8	Cc1cccc2cc(CNCc3ccccc3)c(Cl)nc12
30%	-5	O=C(Nc1nc2c(F)cccc2s1)c1ccco1
u	x	Fc1ccccc1-n1c(-c2ccc3ccccc3n2)n[nH]c1=S
6%	-11	O=C(c1cccc(Cl)c1)N1CCC(c2nc3ccccc3[nH]2)CC1
u	x	CCN(CC(=O)Nc1c(F)cccc1F)C(=O)Cc1ccc2c(c1)CCC2
-13%	-16	CNC(=O)C(=O)NCC1CCCN1S(=O)(=O)c1cccs1 (stereo unspecified)
-30%	-12	COc1ccc(OC)c2[nH]c(C(=O)N/N=C/c3ccccc3O)cc12
